# LDHA block = LDHA (human) enzyme inhibition; activity change, % (values are at about 110 or 230 µM); 480,000 tested, 0.15% active; purified LDHA, NADH/diaphorase-resazurin fluorescence; active compounds read low; in the data active = activity change below about -30%; inconclusive = mostly about -25% to -30%;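 also: plate controls were DMSO wells for no effect and wells without enzyme for full effect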
#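 Human LDH5 at 2 nM final in Tris HCl pH 7.4 with 0.06 mM NADH and 0.2 mM pyruvate, reacted 5 minutes at room temperature. Remaining NADH coupled via diaphorase/resazurin; resorufin fluorescence read at 0 and 20 minutes, normalized to enzyme-free and DMSO wells.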
# TrxR1 inh = inhibitors of rat thioredoxin reductase 1. AID 588453. O89049. 390,000 tested, 1% active. recombinant rTrxR1, NADPH fluorescence consumption, selenite substrate. Potency, µM (series often up to 114 µM), without a hit: top-dose activity change, negative = inhibition, actives largely listed as inhibitors; also: potency is read from the fitted curve at half-maximal effect; % is scaled to controls: 0 for no effect and ±100 for the full control effect; nearly all actives have a fitted effect of over 65% in size
#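 Rat TrxR1 (90 nM in the dispensed reagent) was pre-reduced with 400 uM NADPH for 5 min at room temperature, then incubated with compound for 15 min. After 400 uM selenite was added, NADPH fluorescence (Ex 340/Em 450 nm) was followed for 8 min.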
# IDH1 R132H inh = inhibitors of human mutant IDH1 R132H. Potency, µM (doses to about 76.6 µM), for the others: top-dose activity change, negative = inhibition, usual class: inhibitors. IDH1-R132H enzyme, NADPH consumption, diaphorase/resazurin fluorescence. O75874. 390,000 tested, 0.093% active; also: potency is read from the fitted curve at half-maximal effect; % is scaled to controls: 0 for no effect and ±100 for the full control effect; nearly all actives have a fitted effect of over 65% in size
# Target sequence (O75874 whole entry R132H, stated change not applied): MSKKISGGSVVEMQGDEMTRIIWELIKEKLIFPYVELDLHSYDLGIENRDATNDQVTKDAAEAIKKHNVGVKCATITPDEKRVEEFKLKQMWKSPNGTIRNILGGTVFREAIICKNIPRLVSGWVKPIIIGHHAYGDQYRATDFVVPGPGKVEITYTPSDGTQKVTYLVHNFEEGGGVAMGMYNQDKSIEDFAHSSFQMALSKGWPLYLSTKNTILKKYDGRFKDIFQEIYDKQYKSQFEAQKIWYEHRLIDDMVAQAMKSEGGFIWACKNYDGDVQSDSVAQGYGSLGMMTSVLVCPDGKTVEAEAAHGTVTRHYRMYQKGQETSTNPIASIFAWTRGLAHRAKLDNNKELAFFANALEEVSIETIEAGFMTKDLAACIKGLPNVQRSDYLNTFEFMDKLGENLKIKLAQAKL
#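 IDH1-R132H (0.5 ug/mL) preincubated 30 min with compound, then NADPH (0.016 mM) and alpha-KG (2 mM) added; 80 min at RT, pH 7.5. Remaining NADPH coupled via diaphorase/resazurin to fluorescence (540/590 nm); concentration-response curves normalized to no-enzyme control.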
# Vif-A3F inh = inhibitors of Vif-A3F interaction | HeLa A3F-eYFP + Vif (tagged APOBEC3F with the HIV-1 protein that degrades it), YFP fluorescence increase | Potency, µM (series often up to 46.1 µM), for inactives: at the top dose activity, negative = active | 390,000 tested, 0.2% active; also: potency is read from the fitted curve at half-maximal effect; % of control where 0% means no effect; nearly all actives have a fitted effect of over 65% in size
#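 Fluorescence increase (Ex 488/Em 500-530) after overnight compound treatment at 37 deg C flags inhibition of Vif-driven A3F-eYFP loss in stable HeLa A3F-eYFP/Vif cells seeded overnight beforehand.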
# Vif-APOBEC3G blk = Vif-A3G binding inhibition. 410,000 tested, 0.076% active. Potency, µM (titrated, usually from 46.1 µM), without a hit: at the highest dose activity, negative = active, actives largely listed as inhibitors. HeLa A3G-eYFP + Vif (tagged APOBEC3G with the HIV-1 protein that degrades it), YFP fluorescence, overnight. Q9HC16;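 also: potency is read from the fitted curve at half-maximal effect; % is scaled to controls: 0 for no effect and ±100 for the full control effect; nearly all actives have a fitted effect of over 60% in size; hits raise eYFP signal because A3G escapes Vif-driven loss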
# Target sequence (Q9HC16 whole entry, looked up): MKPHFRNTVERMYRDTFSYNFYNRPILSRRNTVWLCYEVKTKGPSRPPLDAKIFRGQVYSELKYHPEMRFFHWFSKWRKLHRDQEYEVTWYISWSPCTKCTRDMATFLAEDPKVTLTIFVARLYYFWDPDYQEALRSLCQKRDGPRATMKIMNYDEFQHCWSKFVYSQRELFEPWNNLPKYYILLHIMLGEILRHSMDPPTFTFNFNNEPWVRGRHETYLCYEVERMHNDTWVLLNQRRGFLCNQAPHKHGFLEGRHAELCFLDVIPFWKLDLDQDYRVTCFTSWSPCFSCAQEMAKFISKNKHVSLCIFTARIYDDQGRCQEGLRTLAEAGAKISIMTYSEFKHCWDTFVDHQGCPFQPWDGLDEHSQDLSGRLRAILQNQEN
#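 HeLa cells stably expressing Vif and C-terminally eYFP-tagged A3G, seeded overnight at 37 deg C, then exposed to compound by pintool overnight at 37 deg C. Rise in yellow fluorescence (Ex 488/Em 500-530, Acumen) marks blocked Vif-driven A3G degradation.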
# Glioma ERSR ind = induces the endoplasmic reticulum stress response in human glioma cells; Potency, µM, for inactives: at the highest dose activation, actives largely listed as activators; 420,000 tested, 0.02% active; U87-MG GRP78 promoter luciferase reporter, 16 h; also: potency is read from the fitted curve at half-maximal effect; series mostly up to about 76 µM; % of control where 0% means no effect; nearly all actives have a fitted effect of over 35% in size
#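 Stably transfected U87-MG glioma cells carrying a GRP78-based luciferase sensor; 16 h compound incubation. Luminescence end-point read 10 min after Bright-Glo addition at room temperature.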
# TrxR1 substrate = is turned over as a substrate by rat TrxR1. O89049. purified TrxR1 substrate turnover, NADPH consumption readout. Potency, µM (highest dose often 114 µM), without a hit: top-dose activity change, negative = substrate turnover. 390,000 tested, 0.01% active. AID 588456; also: potency is read from the fitted curve at half-maximal effect; % is scaled to controls: 0 for no effect and ±100 for the full control effect; nearly all actives have a fitted effect of over 50% in size
#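 Rat TrxR1, dispensed at 90 nM, was prereduced with 400 uM NADPH (final) for 5 min at ~22 deg C, then incubated with compound 15 min before 400 uM selenite. A first-read NADPH fluorescence drop versus no-compound background flagged substrates.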
# RGS4 inh = inhibitors of human regulator of G protein signaling 4. Potency, µM (series often up to 114 µM), for the others: at the top dose activity change, negative = inhibition, actives largely listed as inhibitors. P49798. AID 504845. 390,000 tested, 0.039% active. Transcreener GDP fluorescence polarization, RGS4-accelerated GTP hydrolysis; also: potency is read from the fitted curve at half-maximal effect; % is scaled to controls: 0 for no effect and ±100 for the full control effect; nearly all actives have a fitted effect of over 75% in size; some results filed as inactive show a strong effect at the top dose
# Target sequence (P49798 whole entry, looked up): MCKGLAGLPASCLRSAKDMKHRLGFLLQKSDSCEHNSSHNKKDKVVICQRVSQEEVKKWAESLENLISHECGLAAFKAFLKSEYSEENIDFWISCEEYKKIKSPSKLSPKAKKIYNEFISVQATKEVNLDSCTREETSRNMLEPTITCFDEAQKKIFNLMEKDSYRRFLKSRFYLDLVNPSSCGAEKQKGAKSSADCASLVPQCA
#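 MLSMR compounds (23 nl, pin-transferred) preincubated 10 min at room temperature with a 500nM (2x) first reagent, then RGS4 at 900nM (2x) plus Transcreener GDP mix added; fluorescence polarization (620/688 nm) read before and after 90 min at 30 °C.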
# USP1 inh = inhibitors of human USP1/UAF1 deubiquitinase | recombinant USP1/UAF1, Ub-Rhodamine cleavage fluorescence | Potency, µM (highest dose often 57.1 µM), without a hit: top-dose activity change, negative = inhibition, hits mostly inhibitors | 390,000 tested, 0.23% active; also: potency is read from the fitted curve at half-maximal effect; % is scaled to controls: 0 for no effect and ±100 for the full control effect; nearly all actives have a fitted effect of over 60% in size; inactives centre near -12
#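 USP1/UAF1 complex at 1 nM was preincubated with compound for 15 min at room temperature, then Ub-Rho substrate (150nM final) was added. Fluorescence (480/540 nm) was read kinetically, 6 reads every 60 seconds.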
# An asterisk follows results filed as active; ? = inconclusive; . = no result given; [ ] = remark or other dose. Unless noted, calls follow the shape of the dose curve; as a rule, active = well fitted curve in the direction sought with a large enough effect; inconclusive = small, poorly fitted or top-dose-only effect, or another doubt; inactive = no such curve, though single readings can be large; an effect the other way counts as inactive or inconclusive. Not all compounds are listed, so the mix of outcomes need not match the whole.
mol | IDH1 R132H inh | TrxR1 inh | TrxR1 substrate | Glioma ERSR ind | LDHA block | Vif-APOBEC3G blk | Vif-A3F inh | RGS4 inh | USP1 inh
CCCN1CCOC(CC(=O)Nc2ccc([N+](=O)[O-])cc2)C1=O (stereo not drawn) | 1.5% | 6.6%[57.1 µM] | 7.0%[57.1 µM] | 1.5% | 0.7 | 1.9% | 12.7% | -1.4% | -12.2%
Cn1c(=O)c([N+](=O)[O-])c(NCC2CCCO2)c2ccccc21 (stereo not drawn) | 5.7% | 9.9% | 0.7% | -5.3% | -3.5 | -3.1% | 6.5% | 2.6% | -12.1%
O=C(COc1ccccc1F)N1c2ccccc2CCc2ccccc21 | 20.5% | 14.9% | -0.7% | -2.5% | -3.4 | 3.6% | 0.7% | -4.7%[11.4 µM] | -26.3%
CS(=O)(=O)c1ccc(Cl)c(NC(=O)c2ccc(-n3cncn3)c([N+](=O)[O-])c2)c1 | 7.4% | . | . | -4.2% | -8.6 | 0.5% | 0.0% | . | -0.6%
O=C(NC1CCCCC1)c1cc(-c2ccc(Cl)cc2)on1 | -3.1% | 15.6% | -2.6% | 6.0% | -11.0 | -1.7% | -5.5% | 10.6% | -5.5%
COc1cc(NC(=O)Cn2nc(-c3ccc(C)c(C)c3)ccc2=O)cc(OC)c1 | -10.5% | -7.4% | 23.5% | -4.3% | -2.4 | 0.6% | -11.2% | 3.1% | ?
COc1ccccc1NCc1nnc(SCC(=O)N/N=C/c2ccco2)n1-c1ccc(Cl)cc1Cl | 5.2% | -8.5% | -4.6% | -4.1% | -0.9 | 0.4% | 6.4% | -11.0% | -11.4%
CCCCc1ccc(NC(=O)COC(=O)c2ccccc2OCC(=O)Nc2ccc(Br)cc2)cc1 | . | 22.9% | -0.7% | -2.5% | -6.2 | -1.6% | . | . | .
Cn1cccc1CN1CCC[C@]2(N[C@H](c3ccc(C(F)(F)F)cc3)[C@@H]3C(=O)N(Cc4ccccc4)C(=O)[C@@H]32)C1=O | 8.7% | . | . | -6.4% | 0.7 | -12.6% | 1.0% | . | -18.4%
O=[N+]([O-])c1ccc(C2=Nn3cnnc3SC2)cc1 | 9.2% | 1.3% | -5.8% | -2.1% | -3.5 | 5.7% | 1.1% | 12.2% | -8.2%
Cc1cc(C)c(NC(=O)Cn2c(=O)n(CCC(=O)NCc3ccccc3Cl)c(=O)c3sccc32)c(C)c1 | . | 21.9% | 7.8% | . | -0.6 | . | . | -12.3% | -1.7%
O=[N+]([O-])c1cccc(CN2CCN(c3ncccn3)CC2)c1 | 6.0% | -0.8%[57.1 µM] | 5.5% | -7.2% | -16.9 | -7.7% | -3.6% | -35.9% | -7.7%
CC(=O)c1nnn(-c2cccc([N+](=O)[O-])c2)c1C | 1.4% | 9.6%[57.1 µM] | 7.3%[57.1 µM] | -1.0% | -5.2 | -3.4% | -8.2% | -29.3% | -8.4%
COc1cc2c(cc1OC)C(=O)C(c1ccc3c(c1)OCO3)CC2 (stereo not drawn) | 13.7% | . | . | 4.5% | 5.1 | -1.5% | -2.7% | . | -8.2%
Clc1ccc(SCCCCN2CCNCC2)cc1 | 7.9% | -15.5% | 4.0% | 3.5% | -15.4 | 2.6% | 4.0% | -15.8%[11.4 µM] | -16.8%
O=c1c2cc([N+](=O)[O-])ccc2nc2n1CCC2 | 5.7% | 9.3%[57.1 µM] | 9.2%[57.1 µM] | -4.9% | -1.9 | -3.9% | 3.9% | 5.3% | -14.7%
CCCCn1c(=N)n(CC(O)c2ccccc2)c2ccccc21 (stereo not drawn) | 0.1% | 12.2% | -1.2% | -4.8% | -11.7 | -0.6% | -7.8% | 13.7% | -3.2%
CCOC(=O)/C=C/C(=O)OCC(=O)Nc1ccc(C)cc1 | 1.5% | 39.8µM* | 13.9% | -0.8% | -9.3 | -3.4% | ? | -32.2% | -10.4%
CN(C)CCCNC(=S)N1CCN(c2nc(-c3ccccc3)cs2)CC1 | 0.0% | 21.6% | 1.9% | -0.7% | -1.6 | -0.4% | 6.6% | -15.3% | -9.8%
Cn1cnnc1SCC(=O)NCCC1=CCCCC1 | 0.7% | 15.8% | 2.0% | -0.1% | -7.7 | -0.4% | 11.5% | -5.3% | -14.0%
O=C(Nc1cccc(Cl)c1)OCc1cnc(Cl)s1 | 2.8% | 22.5%[57.1 µM] | 15.7%[57.1 µM] | -4.9% | 0.7 | -9.0% | -6.5% | 11.5% | -12.6%
Cc1cc(=O)oc2cc(OCC(=O)N3c4ccccc4CC3C)ccc12 (stereo not drawn) | 0.2% | -9.6% | 6.1% | -4.1% | -10.6 | 3.98µM* | 0.0% | 10.7% | 2.0%
CC(=O)N1CCc2cc(S(=O)(=O)NC(CC(C)C)C(=O)N3CCc4ccccc4C3)ccc21 (stereo not drawn) | -1.9% | -8.5% | -2.9% | -1.1% | -1.7 | -1.5% | 0.9% | -24.8% | -15.6%
Cc1ccc(N(C(=O)Cn2nnc3ccccc32)C(C(=O)NCc2ccco2)c2cccnc2)cc1 (stereo not drawn) | -0.9% | 6.4%[57.1 µM] | 4.2%[57.1 µM] | -4.1% | -4.4 | -1.3% | -7.0% | -3.7% | 3.3%
O=S(=O)(NCc1ccc2c(c1)OCO2)c1cccc2nsnc12 | 20.2% | 10.7% | -8.0% | -3.6% | 0.7 | 4.5% | -5.1% | 23.0%[56.9 µM] | -5.0%
Cc1cccc(C(=O)NCC(=O)OCC(=O)NC2CCCCC2)c1 | 10.9% | -8.8%[2.29 µM] | 6.5%[57.1 µM] | -1.8% | -7.1 | 1.0% | 1.9% | 0.9% | -20.2%
COc1ccc(NC(C)=O)cc1S(=O)(=O)Nc1ccc(OCc2ccccc2)cc1 | 0.0% | 9.3% | -10.2% | -3.0% | 1.7 | 2.2% | 10.9% | -2.3% | -12.5%
Cc1ccc(N(CC(=O)Nc2cccc(C)c2)S(=O)(=O)c2cccc3nonc23)cc1 | 2.9% | 10.0%[57.1 µM] | 3.9%[57.1 µM] | 0.0% | -2.4 | -5.3% | -8.6% | 1.3% | -23.7%
CCC1(C)Cc2c(sc3c2c(=O)n(C)c2nnc(SCc4ccc5c(c4)OCO5)n32)CO1 (stereo not drawn) | 3.6% | 31.5%[activator] | 7.9% | -3.3% | -10.4 | 2.1% | -10.3% | 18.2% | 1.8%
CC(=O)Nc1ccc(NS(=O)(=O)c2ccccc2)cc1 | 2.2% | 23.5% | 6.7% | 5.0% | -0.7 | 2.8% | 1.3% | 0.3% | -24.9%
Cc1onc(-c2ccccc2)c1C(=O)Nc1nnc(COc2ccc(Cl)cc2)s1 | -12.1% | -4.9%[57.1 µM] | -1.5%[57.1 µM] | 0.5% | 0.5 | -0.8% | 0.8% | ? | -15.0%
COc1cc(OC)cc(C(=O)NC(=S)N2CCCCCC2)c1 | 2.4% | 12.6%[57.1 µM] | -5.6% | -1.3% | -6.4 | 2.1% | -11.9% | -19.1% | -6.2%
Cc1ccccc1-n1nc(C(=O)O)cc1-c1ccccc1 | 16.0% | 0.1%[57.1 µM] | -0.3%[57.1 µM] | 0.1% | 5.6 | 0.1% | -1.3% | -1.9% | -6.5%
CCN(CC)C(=O)Cc1cc(C(=O)O)c2ccccc2n1 | 14.4% | 11.9% | 7.8% | -2.5% | -8.8 | 0.4% | -1.9% | 28.0% | -7.8%
COc1cc(NC(=O)c2cccc(Cl)c2)c(OC)cc1NC(=O)CN1CCCCC1 | 8.3% | 12.5%[57.1 µM] | 4.4%[57.1 µM] | -3.2% | 10.0 | -1.0% | 7.2% | 4.0% | -15.7%
COCCNC(=O)[C@@H]1CSC2c3ccccc3C(=O)N21 (stereo partly drawn) | 13.1% | 18.4%[57.1 µM] | 10.0%[57.1 µM] | 0.4% | -9.5 | 1.7% | 0.8% | 11.0% | -11.4%
Cn1ncc2c(N)nc(NCCO)nc21 | 0.0% | 15.6%[57.1 µM] | 13.0%[57.1 µM] | -2.8% | -6.3 | 0.6% | -19.0% | 20.3% | -6.3%
COc1ccc(-n2nnnc2SCC(=O)Nc2cccc(O)c2)cc1 | 4.6% | 10.6%[57.1 µM] | -1.3%[57.1 µM] | -1.6% | -0.1 | -0.6% | -0.4% | 18.0% | -21.2%
C#CCn1cc(/C=N/Nc2nc3ccccc3[nH]2)c2ccccc21 | -0.1% | 4.9%[57.1 µM] | 8.0%[57.1 µM] | ? | -2.1 | 0.0% | -15.4% | -14.6% | -19.1%
O=C(Nc1nc(-c2ccc3c(c2)OCO3)cs1)c1ccncc1 | 6.1% | 11.5% | 1.8% | -2.0% | -0.2 | -8.4% | 0.0% | -1.4% | -9.7%
COc1ccc(Br)cc1CN1CCN(S(=O)(=O)Cc2ccccc2)CC1 | -1.0% | 14.2% | -2.5% | -5.1% | ? | -0.8% | -0.9% | -8.3% | -8.7%
Cc1[nH]c(SCC(=O)c2c(N)n(C)c(=O)n(C)c2=O)nc1Cc1ccccc1 | 0.0% | -33.4% | -2.2% | 0.0% | -5.7 | -0.5% | -1.2% | -15.5% | -10.2%
CCCOc1ccc(C(=O)Nc2ccc(Cl)c(-c3nc4ncccc4o3)c2)cc1 | . | -1.0% | -3.6% | . | -3.8 | . | . | -29.1% | -6.2%

# Bioassay records from PubChem BioAssay.
